Peg3 promoter: Peg3 promoter activity inhibition | HeLa PEG-Prom luciferase reporter, luminescence, overnight | inhibition, % at 20 µM | 360,000 tested, 1.7% active | AID 588405;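 active = inhibition of at least 50% at 20 µM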
hiPSC survival: increases survival of single human iPS cells | hiPSC single-cell survival, ATPlite luminescence; 100% = ROCK inhibitor wells, 0% = DMSO | survival enhancement, % at 20 µM | 360,000 tested, 0.044% active; in the data active = survival enhancement above about 18%;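 also: cells exposed to compounds for 16 hours before the ATP read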
NR2E3 ag-1: activates human NR2E3 receptor | inhibition of corepressor binding, % at 3.98 µM | CHO-S Gal4-NCOR/VP16-NR2E3 two-hybrid, luciferase | 360,000 tested, 0.35% active | AID 602229 | Q9Y5X4;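 active = inhibition above the mean of all tested compounds plus 3 SD, cut at about 70% in these data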;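 also: 0% = DMSO with NR2E3 transfected cells and 100% = cells lacking NR2E3 construct; higher means lower luciferase signal from less NR2E3 corepressor binding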
Shn3 3UTR inh: Schnurri-3 reporter inhibition in Clone20 osteoblasts; Clone20 osteoblast Shn3 3'UTR firefly luciferase, 24 h; inhibition, % at 12.5 µM; 360,000 tested, 0.52% active;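 active = mean inhibition of at least 75% with every replicate also reaching 75%; inconclusive = mean inhibition at least 75% but some replicate below; inactive = mean inhibition below 75%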;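 also: 0% = median of neutral control wells and 100% = pilot-screen positive control compound; some compounds past the cut are filed as inactive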
NR2E3 ag-2: activates human photoreceptor nuclear receptor NR2E3; Q9Y5X4; GST-NR2E3/biotin-RetCOR TR-FRET, 1536-well; inhibition of corepressor binding, % at 4.78 µM; 320,000 tested, 0.12% active; AID 2300;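 active = percent inhibition above the cutoff of mean plus 3 SD of all tested compounds, set per screening campaign, cut at about 20% in these data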;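 also: 0% = DMSO wells and 100% = biotin wells as full block of FRET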
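System: GST-NR2E3 and biotin-RetCOR proteins; probe or stimulus: 7 nM biotin-RetCOR; doses: compound at 4.8 µM, single dose; schedule: Compound–protein incubation for 5 h at 4 °C; detection: time-resolved FRET; read-out: percent inhibition; controls: biotin wells as high control, 0.6% DMSO wells as low control; format: 1536-well plates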
HIF-2a block: blocks HIF-2a reporter activity; 786-0 RCC cells HIF-2a reporter, luciferase luminescence, overnight; inhibition, % at 18.8 µM; 360,000 tested, 0.72% active;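 active = inhibition of the luminescence signal of 40% or more relative to plate controls, in a single-dose primary screen at 18.75 µM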
MITF TRPM1 inh: inhibitors of MITF-driven TRPM1 promoter in melanoma cells; SK-MEL-5 TRPM1 promoter luciferase, 24 h; inhibition, % at 12.5 µM; 330,000 tested, 0.83% active;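 active = mean inhibition across replicates of 60% or more, whatever share of single replicates reaches that level; inconclusive = some that reach 60%, reason not given; inactive = mean inhibition across replicates below 60%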; also: values of inactives mirror those of a sister screen read the other way
CaV13 FRET inh: Primary screen for inhibitors of IQ motif and Ca2+-dependent inactivation inhibitor domain binding in CACNA1D, Förster resonance energy transfer in living cells, … | HEK cells, CFP/YFP FRET ICDI-IQ, plate reader, 10 min; percent FRET-ratio fall versus neutral wells | inhibition, % at 12.3 µM | 340,000 tested, 0.098% active | AID 743397;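 active = mean replicate inhibition of at least 30% and at least 1% of replicates passing that level; inconclusive = only one of the two criteria is met; inactive = neither criterion is met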;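 also: 0% = median of the neutral control wells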
HTR2A ag: activates the mouse 5-HT2A serotonin receptor; activation, % at 7.6 µM; P35363; CHO-K1 mHTR2A beta-arrestin complementation, luminescence; percent of 30 µM serotonin response; 360,000 tested, 0.66% active;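 active = activation above a run cutoff, the mean activation of all tested compounds plus 3 SD, cut at about 14% in these data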;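 also: 0% = plate median of compound wells and 100% = 30 µM serotonin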
Target sequence (P35363 whole entry, looked up): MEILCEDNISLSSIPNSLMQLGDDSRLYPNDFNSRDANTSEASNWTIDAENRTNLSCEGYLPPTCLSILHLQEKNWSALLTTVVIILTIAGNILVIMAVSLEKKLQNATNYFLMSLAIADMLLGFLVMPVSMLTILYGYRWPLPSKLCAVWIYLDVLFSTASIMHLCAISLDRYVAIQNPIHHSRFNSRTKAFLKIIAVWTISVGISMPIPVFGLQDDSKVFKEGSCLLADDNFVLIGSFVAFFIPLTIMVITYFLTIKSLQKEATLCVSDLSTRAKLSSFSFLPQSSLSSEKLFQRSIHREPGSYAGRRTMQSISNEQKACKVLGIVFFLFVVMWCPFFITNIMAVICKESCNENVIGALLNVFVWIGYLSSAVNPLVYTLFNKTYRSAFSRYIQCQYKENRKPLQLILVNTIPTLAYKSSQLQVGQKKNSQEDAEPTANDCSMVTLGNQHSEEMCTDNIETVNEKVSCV
PDI turbidity: PDI (human) enzyme inhibition; 350,000 tested, 0.052% active; PDI insulin aggregation turbidity, A650, 90 min; inhibition, % at 10 µM; P07237;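 active = mean inhibition across replicates of 30% or more, whatever share of single replicates reach that level; inconclusive = mean inhibition below 30% while every single replicate reaches 30%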;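 also: absorbance from insulin aggregation driven by PDI reduction with DTT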
Target sequence (P07237 whole entry, looked up): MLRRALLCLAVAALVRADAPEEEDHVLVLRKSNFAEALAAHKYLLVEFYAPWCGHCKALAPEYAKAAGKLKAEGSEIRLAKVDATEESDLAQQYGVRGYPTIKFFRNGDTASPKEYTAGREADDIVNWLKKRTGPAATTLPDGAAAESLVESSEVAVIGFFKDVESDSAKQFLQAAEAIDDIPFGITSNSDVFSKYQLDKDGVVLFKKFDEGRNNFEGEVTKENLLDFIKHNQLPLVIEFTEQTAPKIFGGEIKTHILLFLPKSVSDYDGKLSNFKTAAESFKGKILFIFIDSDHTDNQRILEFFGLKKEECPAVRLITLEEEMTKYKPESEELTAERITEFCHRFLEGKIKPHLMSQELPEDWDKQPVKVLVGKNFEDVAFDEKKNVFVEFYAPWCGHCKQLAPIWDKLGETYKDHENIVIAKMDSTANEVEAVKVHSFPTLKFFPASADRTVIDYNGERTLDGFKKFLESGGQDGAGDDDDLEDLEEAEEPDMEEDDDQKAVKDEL
H9c2 protect: modulators protecting cardiomyocytes from myocardial damage; H9c2 cardiomyocytes, H2O2 injury protection, ATPLite, 2 h; protection from H2O2 cell death, % at 20 µM; 360,000 tested, 0.63% active;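 active = compounds giving at least 50% protection of heart cells from peroxide-induced death in the single-dose screen, raw or plate-pattern-corrected value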;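 also: 0% = DMSO wells with peroxide and 100% = DMSO wells without peroxide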
The depositor's hits bear a star; u = inconclusive; x = not tested or not shown.

Preview:
SMILES	Peg3 promoter	hiPSC survival	NR2E3 ag-1	Shn3 3UTR inh	NR2E3 ag-2	HIF-2a block	MITF TRPM1 inh	CaV13 FRET inh	HTR2A ag	PDI turbidity	H9c2 protect
Cc1cc(Nc2cccc([N+](=O)[O-])c2)c2ccccc2n1	13	1.7	-34	34	1	28	2	13	-2	2	-13
Cc1cn(S(=O)(=O)c2cc(Br)ccc2Br)cn1	12	-0.1	0	18	2	23	-6	-7	4	3	2
CCOC(=O)c1nn(-c2ccc(C)c(Cl)c2)c(=O)c(C#N)c1C	-3	0.9	-24	19	4	10	10	-5	4	7	-4
COc1nc(-c2ccc(Cl)cc2)ccc1-c1noc(-c2ccco2)n1	-47	-0.8	-22	-10	5	-9	-9	-5	2	-1	-4

The list itself (from the top)
SMILES	Peg3 promoter	hiPSC survival	NR2E3 ag-1	Shn3 3UTR inh	NR2E3 ag-2	HIF-2a block	MITF TRPM1 inh	CaV13 FRET inh	HTR2A ag	PDI turbidity	H9c2 protect
Cc1cc(Nc2cccc([N+](=O)[O-])c2)c2ccccc2n1	13	1.7	-34	34	1	28	2	13	-2	2	-13
Cc1cn(S(=O)(=O)c2cc(Br)ccc2Br)cn1	12	-0.1	0	18	2	23	-6	-7	4	3	2
CCOC(=O)c1nn(-c2ccc(C)c(Cl)c2)c(=O)c(C#N)c1C	-3	0.9	-24	19	4	10	10	-5	4	7	-4
COc1nc(-c2ccc(Cl)cc2)ccc1-c1noc(-c2ccco2)n1	-47	-0.8	-22	-10	5	-9	-9	-5	2	-1	-4
CCOc1ccccc1-n1c(SCC(=O)N2CCCC2)nnc1-c1ccc(O)cc1	11	0.4	6	-17	1	9	14	x	0	18	4
CC1CCCN(S(=O)(=O)c2ccc(C(=O)Nc3nnc(-c4ccco4)o3)cc2)C1 (stereo unspecified)	33	-0.5	-4	21	-2	24	3	-4	0	8	23
CCCN(CC1CC1)C(=O)COC(=O)c1ccc(C)cc1O	-32	5.9	-13	-21	x	13	-23	-5	7	4	-2
Cc1ccc2[nH]c3c(c2c1)CN(C(=O)CN1CCN(Cc2ccc4c(c2)OCO4)CC1)CC3	13	-2.2	-15	22	0	4	15	-4	-5	2	-12
CC(C)(C)NC(=O)COc1ccc(CNCc2cccnc2)cc1	8	-0.6	10	1	3	16	12	-6	0	1	1
N#CCSc1nc2cc(C(=O)N3CCC(C(N)=O)CC3)ccc2c2nc3ccccc3n12	11	-0.2	-4	9	1	-6	17	x	4	5	52*
COc1cc2[nH]c(=O)n(Cc3ccc(C(=O)NC4CCCC4)cc3)c(=O)c2cc1OC	14	4.1	10	17	6	8	28	-4	8	-4	16
NC(=O)C(c1cccc(Cl)c1)c1ncc(C(F)(F)F)cc1Cl (stereo unspecified)	21	0.6	5	1	-2	21	-8	-6	10	-7	-2
O=C(Cc1ccccc1)Nc1ccc(NC(=O)c2cccc(Cl)c2)cc1	49	-2.2	0	4	-2	3	11	-3	6	-1	1
CCOc1ccccc1N1CCN(C(=O)CC(C)(C)C)CC1	6	-0.3	-28	-13	0	15	-7	11	-2	-2	5
C[C@@H]1CN([C@H](C)CO)C(=O)c2cc(NC(=O)Cc3cn(C)c4ccccc34)ccc2O[C@H]1CN(C)S(=O)(=O)c1ccc(F)cc1	22	5.7	4	12	x	14	13	-6	-3	u	3
COc1ccc(-c2oc(=O)c3cc(OC)c(OC)cc3c2-c2cc(F)cc(OC)c2)cc1	4	-3.0	-25	19	1	4	8	-4	-11	-1	3
CC(C)[C@H](NC(=O)c1ccccc1)C(=O)OCC(=O)NCc1ccc(F)cc1	8	-0.8	-17	0	-3	11	-5	2	-5	-1	8
O=C(NC1=NCCS1)c1ccc(Cl)s1	-226	-0.7	-73	-85	3	-211	-119	-5	5	3	-7
CNc1nc(SC)nc(N(C#N)CC(=O)OC)n1	18	1.4	-2	-10	-3	16	3	x	3	-3	-2
C=C(C)C1CC=C(CN2CC(C)OC(C)C2)CC1 (stereo unspecified)	9	-0.6	-7	-12	-2	9	0	-5	1	-30	9

Ordered by value in NR2E3 ag-1 (smallest number first): some entries from above
structure | NR2E3 ag-1
Cc1cc(Nc2cccc([N+](=O)[O-])c2)c2ccccc2n1 | -34
CCOc1ccccc1N1CCN(C(=O)CC(C)(C)C)CC1 | -28
CCOC(=O)c1nn(-c2ccc(C)c(Cl)c2)c(=O)c(C#N)c1C | -24

(next part)
SMILES	Peg3 promoter	hiPSC survival	NR2E3 ag-1	Shn3 3UTR inh	NR2E3 ag-2	HIF-2a block	MITF TRPM1 inh	CaV13 FRET inh	HTR2A ag	PDI turbidity	H9c2 protect
COc1ccc(-c2noc(CSc3nnc(-c4ccncc4)n3-c3ccc(F)cc3)n2)cc1OC	39	-0.4	7	20	4	15	15	-8	2	-4	3
Cc1cc(C)n(-c2cc(-c3ccccc3)nc(C)n2)n1	8	5.3	-20	-3	-1	12	19	x	0	-8	-8
Nn1c(SCC(=O)Nc2nccs2)nncc1=O	4	0.3	-2	10	-1	22	12	-2	3	2	5
N#Cc1ccc(Cl)cc1NC(=O)CSc1cccc[n+]1[O-]	0	6.6	-45	-3	x	21	18	-8	0	6	2
COc1cc(-c2nnc3n(CCc4ccccc4)c(=O)c4ccccc4n23)cc(OC)c1OC	-11	2.5	-33	8	-2	-25	-4	-4	2	-2	5
CCN(CC)S(=O)(=O)c1cc(NC(=O)CCn2[nH]c(=O)ccc2=O)ccc1C	10	0.0	17	-15	x	7	9	-5	7	5	5
COc1ncccc1-c1cnc2cccnn12	-8	0.0	-4	-10	x	-8	x	-4	-6	-10	4
CCN(CC(=O)Nc1ccc(NC(C)=O)cc1)C(=O)COc1ccc(C(=O)c2ccccc2)cc1	15	-2.6	-6	4	0	5	-2	-5	1	-6	3
O=C(Nc1ccccc1)c1cnc2n(c1=O)CCS2	-158	-0.6	-46	-51	4	-194	-27	-7	3	2	-2
Cc1ccc2nc(-c3ccccc3)cc(C(=O)NCC3CCCO3)c2c1 (stereo unspecified)	-37	-0.9	-15	-21	4	-58	x	-4	-4	-5	-2
COc1ccc(Br)cc1CN(C)C(=O)C1=CC=CN2CCS(=O)(=O)N=C12	0	1.5	-16	0	x	6	0	-7	6	-4	10
COc1cccc(NC(=O)Cn2nnc(C(=O)Nc3cc(Cl)ccc3OC)c2N)c1	19	1.1	10	-4	0	0	3	-4	2	-3	-7
COc1ccccc1NC(=O)/C(C#N)=C/c1ccncc1	3	0.3	-36	-5	-3	17	12	x	-1	-4	8
COc1ccc(S(=O)(=O)Nc2ccccc2C(=O)NC(C)(C)C)cc1OC	1	-1.9	-1	-5	0	3	5	-5	-10	4	5
C=C(C(=O)c1ccccc1)C(C)C(=C)C(=O)c1ccccc1	104*	-2.8	69	62	3	91*	x	-4	0	-13	-16
O=C(CSc1ncnc2ccccc12)Nc1cc(S(=O)(=O)N2CCCCC2)ccc1Cl	26	-0.1	8	1	8	22	10	-6	-3	-3	3
CCOc1c(CNCCNC(=O)c2nonc2N)cccc1OC	1	0.4	-22	-11	5	9	-7	-7	2	-1	-4
Cc1ccc(S(=O)(=O)CCC(=O)c2ccc(O)cc2O)cc1	-5	-1.5	-2	-12	-2	8	7	-6	7	u	-16
COc1ccc(S(=O)(=O)Cc2ccc(C(=O)N3CCC(C(N)=O)CC3)o2)cc1	9	2.2	-16	-4	2	4	-5	0	7	-1	-5
COC(=O)c1cc(OC)c(OC)cc1NC(=O)c1ccco1	-10	-2.0	-21	1	4	-3	1	x	1	2	24

Single records (already shown).
`CCN(CC)S(=O)(=O)c1cc(NC(=O)CCn2[nH]c(=O)ccc2=O)ccc1C` is listed with Peg3 promoter = 10; hiPSC survival = 0.0; NR2E3 ag-1 = 17; Shn3 3UTR inh = -15; NR2E3 ag-2 = x; HIF-2a block = 7; MITF TRPM1 inh = 9; CaV13 FRET inh = -5; HTR2A ag = 7; PDI turbidity = 5; H9c2 protect = 5
`O=C(Nc1ccccc1)c1cnc2n(c1=O)CCS2` is listed with Peg3 promoter = -158; hiPSC survival = -0.6; NR2E3 ag-1 = -46; Shn3 3UTR inh = -51; NR2E3 ag-2 = 4; HIF-2a block = -194; MITF TRPM1 inh = -27; CaV13 FRET inh = -7; HTR2A ag = 3; PDI turbidity = 2; H9c2 protect = -2
`COc1ccc(S(=O)(=O)Nc2ccccc2C(=O)NC(C)(C)C)cc1OC` is listed with Peg3 promoter = 1; hiPSC survival = -1.9; NR2E3 ag-1 = -1; Shn3 3UTR inh = -5; NR2E3 ag-2 = 0; HIF-2a block = 3; MITF TRPM1 inh = 5; CaV13 FRET inh = -5; HTR2A ag = -10; PDI turbidity = 4; H9c2 protect = 5

Next section:
SMILES	Peg3 promoter	hiPSC survival	NR2E3 ag-1	Shn3 3UTR inh	NR2E3 ag-2	HIF-2a block	MITF TRPM1 inh	CaV13 FRET inh	HTR2A ag	PDI turbidity	H9c2 protect
COc1ccc(S(=O)(=O)N(C)c2ccccc2)c2cccnc12	-3	-0.6	7	4	1	-1	2	-3	0	-4	-1
CC(C)(C)N(Cc1ccccc1)C(=O)COC(=O)C1CCCCC1	0	-0.2	-17	8	x	5	-6	-7	-2	-4	-2
CCOc1ccc2nc(SCC(=O)NCC3CCCO3)sc2c1 (stereo unspecified)	-12	0.4	-32	17	x	-43	1	-18	6	-4	-5
CCOc1ccc(/C(O)=C2/C(=O)C(=O)N(c3ccccn3)C2c2ccc(Cl)cc2)c(C)c1 (stereo unspecified)	-28	-0.6	-38	7	x	-99	-7	-5	4	6	1
OC(c1cccc(Cl)c1)c1nc(-c2ccc(F)c(Cl)c2)cs1 (stereo unspecified)	2	0.4	-14	-7	x	-16	x	-3	-3	-4	-5
CCn1cc(C(=O)OCC(=O)Nc2cc(S(=O)(=O)N(C)C)ccc2C)c(=O)c2ccc(C)nc21	26	-0.4	2	0	-3	1	23	-3	0	-5	1
CCCOc1cccc(C2C(C(=O)c3cccs3)=C(O)C(=O)N2Cc2cccnc2)c1 (stereo unspecified)	6	0.0	10	-2	0	-4	9	-7	-3	2	-1
CCn1nnnc1SCC(=O)N1CCN(c2ccccc2)CC1	-17	-0.5	-26	-30	4	7	-16	-20	7	-2	7
Cc1ccccc1NC(=O)C12CC3CCC1(C)C3(C)CO2 (stereo unspecified)	4	-0.9	-12	-1	9	16	2	-5	0	-6	10
